Assay outcomes as filed in PubChem.
EPAC2 antagonist: antagonists of human EPAC2. hit rate 0.18% among 360,000. AID 720708. EPAC2 GEF exchange of Rap1B-BODIPY-GDP, fluorescence. Potency, µM (doses to about 114 µM), for the others: top-dose activity, negative = inhibition, hits mostly inhibitors; also: potency is read from the fitted curve at half-maximal effect; % is scaled to controls: 0 for no effect and ±100 for the full control effect; nearly all actives have a fitted effect of over 45% in size; many of its hits are not listed in these tables
Target sequence (Q8WZA2 whole entry, looked up): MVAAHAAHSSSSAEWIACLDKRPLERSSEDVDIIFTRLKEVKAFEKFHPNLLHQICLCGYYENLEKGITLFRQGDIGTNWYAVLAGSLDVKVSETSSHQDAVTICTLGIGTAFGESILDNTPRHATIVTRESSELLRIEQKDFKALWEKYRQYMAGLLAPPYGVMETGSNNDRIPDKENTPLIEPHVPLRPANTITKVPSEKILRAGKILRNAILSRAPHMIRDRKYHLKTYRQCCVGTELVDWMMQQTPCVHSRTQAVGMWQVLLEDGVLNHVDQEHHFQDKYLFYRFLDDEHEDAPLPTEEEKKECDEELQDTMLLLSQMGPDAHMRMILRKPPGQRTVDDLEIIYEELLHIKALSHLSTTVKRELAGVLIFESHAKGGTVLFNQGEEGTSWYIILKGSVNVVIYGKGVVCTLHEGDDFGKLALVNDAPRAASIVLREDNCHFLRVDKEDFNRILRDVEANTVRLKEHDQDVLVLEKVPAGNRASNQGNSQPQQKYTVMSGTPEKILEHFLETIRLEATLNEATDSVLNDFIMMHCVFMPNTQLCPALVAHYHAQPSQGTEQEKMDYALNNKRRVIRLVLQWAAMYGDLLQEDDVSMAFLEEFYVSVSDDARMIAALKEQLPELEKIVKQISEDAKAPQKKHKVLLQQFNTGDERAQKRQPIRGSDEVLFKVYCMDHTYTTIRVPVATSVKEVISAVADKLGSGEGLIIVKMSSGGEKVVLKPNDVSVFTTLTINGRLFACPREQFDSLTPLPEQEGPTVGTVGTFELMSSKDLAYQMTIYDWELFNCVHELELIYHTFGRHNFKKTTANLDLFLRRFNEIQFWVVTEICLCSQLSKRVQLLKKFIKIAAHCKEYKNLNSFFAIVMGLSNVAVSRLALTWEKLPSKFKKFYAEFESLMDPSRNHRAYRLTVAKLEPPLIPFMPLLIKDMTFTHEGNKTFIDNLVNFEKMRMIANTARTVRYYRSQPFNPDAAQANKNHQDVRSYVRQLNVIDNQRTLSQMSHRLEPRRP
TGFb inhibitor: TGF-b pathway inhibition; HepG2 CAGA-GFP TGF-b/SMAD3 reporter, GFP fluorescence, 18 h; TGF-beta stimulated, 500 pg/mL final; hit rate 1.2% among 410,000; Potency, µM (titrated, usually from 46.1 µM), inactives show at the top dose activity, negative = inhibition, hits mostly inhibitors; also: potency is read from the fitted curve at half-maximal effect; % is scaled to controls: 0 for no effect and ±100 for the full control effect; nearly all actives have a fitted effect of over 65% in size
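Per well, imaged GFP fluorescence of HEPG2 CAGA-GFP cells gives the signal; cells get compound, then TGF-beta (500 pg/mL final), 18 h at 37 degrees C; %Activity versus -TGF-beta and +DMSO controls.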
A549 viability: A549 cytotoxicity, counter-screen for Nrf2 inhibitors | hit rate 0.16% among 390,000 | A549 ARE-Fluc cells, CellTiter-Fluor viability, 18-24 h | Potency, µM (top dose mostly 46 µM), without a hit: top-dose activity change, negative = cytotoxicity, most hits filed as inhibitors; also: potency is read from the fitted curve at half-maximal effect; % is scaled to controls: 0 for no effect and ±100 for the full control effect
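Cytotoxicity counterscreen: CellTiter-Fluor fluorescence was measured in A549 ARE_Fluc cells after 18-24 h of compound exposure in a concentration series. The subsequent BugLite luminescent read reports ARE-luciferase activity.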
Mm-Cpn inhibitor: blocks the Methanococcus maripaludis chaperonin Mm-Cpn; AID 504842; hit rate 0.031% among 330,000; Potency, µM (doses to about 76.9 µM), inactives show at the top dose activity, negative = inhibition, usual class: inhibitors; purified Mm-Cpn ATPase, ADP Transcreener TR-FRET; also: potency is read from the fitted curve at half-maximal effect; % is scaled to controls: 0 for no effect and ±100 for the full control effect; nearly all actives have a fitted effect of over 80% in size
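ATP (10 uM final) was added to archaeal chaperonin (25 nM final) after 10 min exposure to test compound at 37°C; after 30 min further incubation, ADP was detected by competitive TR-FRET.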
Nrf2 activator: activates Nrf2 signaling | AREc32 ARE-luciferase reporter (MCF7-derived line), luminescence, 24 h | Potency, µM (doses to about 46.1 µM), for inactives: top-dose activation, actives largely listed as activators | hit rate 0.31% among 410,000; also: potency is read from the fitted curve at half-maximal effect; % of control where 0% means no effect; nearly all actives have a fitted effect of over 65% in size
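For detection, Steady-Glo was added and plates sat 30 min at RT; before that, AREc32_Fluc cells grown overnight in OPTI-MEM/5% FBS had been treated with 23 nL compound for 24 hr at 37 deg C.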
Nrf2 inh: inhibitors of Nrf2 signaling | hit rate 2.1% among 360,000 | AID 504444 | Potency, µM (top dose mostly 46 µM), for inactives: at the highest dose activity change, negative = inhibition, hits mostly inhibitors | A549 ARE-Fluc reporter, luciferase luminescence, 18-24 h; also: potency is read from the fitted curve at half-maximal effect; % is scaled to controls: 0 for no effect and ±100 for the full control effect; nearly all actives have a fitted effect of over 60% in size
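Reporter: ARE-Fluc in A549. Exposure: 18-24 h, 37 °C, 5% CO2, 5% FBS OPTI-MEM. Readouts: fluorescent cytotoxicity (CellTiter-Fluor), then luminescent Nrf2 signal after BugLite.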
EPAC2 ag: activates human EPAC2 exchange factor; EPAC2 activation, biochemical qHTS; response scale: 100% = 6.5 mM cAMP response; Potency, µM (highest dose often 154 µM), without a hit: top-dose activation, most hits filed as activators; hit rate 0.079% among 360,000; AID 720711; also: potency is read from the fitted curve at half-maximal effect; nearly all actives have a fitted effect of over 50% in size
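Setup: EPAC2 100 nM, labeled Rap1B complex 250 nM, free GDP 50 uM. Compound titrations pinned in, brief spin, 5 min room temperature incubation. Kinetic fluorescence read over 30 min, normalized to 6.5 mM cAMP.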
Akt phos inh: inhibitors of Akt phosphorylation. Neuro2A IGF-stimulated pAkt S473 HTRF, 20 min; stronger effect = lower value. activity change, % for hits at 50 µM. hit rate 0.32% among 360,000. AID 651550; in the data active = activity change below about -80%; inconclusive = mostly about -51% to -80%; also: % is scaled to controls: 0 for no effect and ±100 for the full control effect
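Neuro2A cells (4,500/well, DMEM with 0.5% FBS) were treated with compound at a single 50 µM final concentration, stimulated with 6 nM IGF for 20 min at 37 °C, and lysed. Phospho-Akt Ser473 was read by HTRF as 665/615 ratio ×10^4.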
CCT modulator: modulators of cytosolic chaperonin (CCT/TRiC) activity; AID 651819; purified chaperonin ATPase assay, HTRF ADP detection, 30 min; activity change, % (concentration not given with the values), hits read low; hit rate 0.3% among 360,000; in the data active = activity change below about -30%; also: % is scaled to controls: 0 for no effect and ±100 for the full control effect
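TRiC at 40 or 20 nM final (batch-dependent) in 30 mM Tris pH 7.4, 100 mM KCl, 5 mM MgCl2, 1 mM DTT, with compound at single 76 uM and 10 uM ATP, 30 min at 37 deg C. ADP detected by HTRF Transcreener, 665/615 ratio.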
Numbers without * were called inactive; i = inactive; u = inconclusive; x = not tested or not shown; & = joins results of further samples. Unless noted, calls follow the shape of the dose curve; as a rule, active = well fitted curve in the direction sought with a large enough effect; inconclusive = small, poorly fitted or top-dose-only effect, or another doubt; inactive = no such curve, though single readings can be large; an effect the other way counts as inactive or inconclusive. This is a subset; count on the stated rates, not on these rows.

SMILES	EPAC2 antagonist	TGFb inhibitor	A549 viability	Mm-Cpn inhibitor	Nrf2 activator	Nrf2 inh	EPAC2 ag	Akt phos inh	CCT modulator
O=C(c1ccccc1)c1ccc(C(=O)N2CCOCC2)cc1	6.3%	24.4%	-2.8%	0.1%	0.7%	-8.2%	1.9%	i	0.0
Cc1ccc(OCc2nnc(SCC(=O)O)n2N)cc1	4.0%	-9.2%	1.0%	-1.2%	-0.7%	2.7%	4.8%	i	1.3
C#CCN(C[C@@H](CC(C)C)NC(=O)OC(C)(C)C)S(=O)(=O)c1ccc(Br)cc1F	-17.6%	u	-4.6%	x	0.5%	u	-5.1%	i	-2.2
CC(=O)N1CCN(Cc2nc3cc(NC(=O)c4ccccc4)ccc3n2C)CC1	10.9%	2.3%	3.4%	1.7%	-0.4%	x	4.1%	i	0.6
Nc1cc(N)nc(SCCOc2ccccc2)n1	-7.3%	0.5%	-2.4%	0.7%	2.7%	2.7%	12.7%	i	-3.5
CN(C)CC/C=C1\c2ccccc2COc2ccccc21	-16.8%	9.9%	-4.5%	-0.7%	-0.5%	7.7%	-1.9%	i	-14.9
CCC(OC(=O)c1cc2sccc2n1C)C(=O)NCC1CCCO1 (stereo not given)	-8.8%	-12.4%	21.5%	-1.0%	-0.5%	-27.1%	5.6%	i	-2.7
Cc1ccc(-c2cccc(C3CC=CC4C3C(=O)N(Cc3ccccc3)C4c3cc(C)ccc3F)c2)cc1 (stereo not given)	1.9%	-22.7%&-36.0%	-1.2%&0.1%	0.6%	-0.6%	-14.2%&-23.9%	-1.6%	i	-0.1
COc1ccc(C(=O)CC(=O)C(=O)Nc2cccc(F)c2)cc1	0.0%	0.0%	-0.4%	0.7%	3.1%	0.8%	-1.7%	i	-0.8
O=C(NN=C1CCCCCCC1)c1ccc(F)cc1	-7.0%	17.5%	7.6%	-0.1%	3.7%	2.6%	-3.8%	i	1.2
COCc1cc(C)nc(SCC(=O)Nc2ccccc2C)c1C#N	-3.0%	-1.2%	-4.8%	1.1%	0.2%	-6.9%	-10.1%	i	1.7
CC(C)NC(=O)c1ccc(Cn2c(SCc3ccc(F)cc3)nc3cccnc32)cc1	x	-28.8%	8.6%	x	3.0%	u	x	x	x
Cc1ccc(CN2CCNC(=O)C2CC(=O)NCc2csc(C(C)C)n2)cc1 (stereo not given)	-15.2%	20.8%	9.8%	-1.4%	0.3%	-5.5%	2.9%	i	-0.8
COC(C[C@H]1O[C@H]1[C@@H](O)COCc1ccccc1)OC	2.7%	1.2%	-7.3%	0.9%	-0.4%	1.1%	0.5%	i	-0.3
CCOc1ccc(-c2cn3c(n2)sc2cc(C(=O)NCCCc4ccccc4)ccc23)cc1	x	7.4%	5.8%	x	-0.2%	16.9%	x	x	x
Cc1cc(Cl)ccc1OCC(=O)NNC(=O)c1cnccn1	-6.3%	-5.5%	0.0%	0.5%	0.4%	u	18.7%	i	-0.2
Cc1ccccc1C(N)=O	-11.5%	-0.3%	-1.2%	x	0.5%	6.6%	8.3%	i	-1.2
COc1ccc(NC(=O)Cn2cccc2)c(OC)c1	7.1%	-5.0%	4.8%	1.0%	-0.3%	x	-5.9%	x	-1.5
Cc1cc2nc(SCC(=O)O)nc(C)c2cc1C	-0.8%	-0.4%	-1.5%	-3.8%	-0.6%	3.4%	17.2%	i	0.5
NC(=O)CC(NC(=O)Cc1ccc(Br)cc1)c1ccc(N2CCc3ccccc3C2)c([N+](=O)[O-])c1 (stereo not given)	-6.7%	-43.3%	-5.1%	0.1%	-0.1%	-5.2%	7.1%	i	-0.7
C=C1CCC2C(C)(C)[C@@H](O)CC[C@@]2(C)[C@@H]1COc1ccc2ccc(=O)oc2c1 (stereo not given in full)	-24.4%	u	8.0%	1.7%	4.4%	u	17.9%	i	-2.9
COCCN(C(=S)Nc1ccc(Cl)cc1OC)C1CCN(C(C)=O)CC1	-8.9%	-11.9%	-1.8%	1.1%	-0.1%	-12.2%	3.9%	i	-5.9
C=CCN1C(=O)c2ccc(C(=O)OCC(=O)N(C)C3CCCCC3)cc2C1=O	-3.9%	-2.1%	7.7%	0.8%	2.5%	-13.8%	-3.0%	i	0.9
O=C(CN1CCCC1=O)NC1C2CC3CC(C2)CC1C3 (stereo not given)	6.2%	-10.9%	2.6%	-2.0%	-0.6%	1.6%	11.0%	i	-0.9
O=C(COC(=O)c1cnc(Cl)c(Cl)c1)NCCC1=CCCCC1	-0.9%	-16.7%	5.8%	-3.2%	0.4%	10.3%	-8.8%	i	-3.0
COc1ccc(CNC(=O)c2cc(-c3ccc(OC)cc3)on2)cc1	x	-33.7%	-6.3%	x	3.5%	10.9%	x	x	x
COC(=O)c1cc2occc2n1Cc1nc(-c2ccc(C)cc2)oc1C	x	-1.7%	1.2%	x	-0.5%	u	x	x	x
CC(=O)c1cc2cccc(OC3(C)CCN(Cc4ccc5ccccc5c4)C3)c2o1 (stereo not given)	7.2%	u	x	x	6.5%	x	11.6%	i	1.1
CCCCCCOC1(c2ccccc2)OC(=O)c2ccccc21 (stereo not given)	-15.3%	u	u	0.5%	-0.8%	17.9%	-9.2%	i	0.7
CCOc1ccc(CCNC(=O)c2nnn(CC(=O)Nc3ccc(C)cc3)c2N)cc1OCC	-11.2%	11.9%	-0.6%	1.0%	-0.1%	-22.4%	-12.7%	i	1.4
Cc1ccc(N2C(=O)N3[C@H](c4ccc(F)cc4)[C@@H]4C(=O)N(C5CCCCC5)C(=O)[C@@H]4[C@]3(C)C2=O)cc1	2.5%	0.0%	-8.1%	0.2%	0.6%	-0.8%	0.7%	i	0.7
Cn1c(=O)[nH]c(=O)c2c1nc(CN1CCN(Cc3ccccc3)CC1)n2CC(N)=O	3.6%	-12.1%	-5.4%	1.6%	0.1%	-7.6%	11.3%	i	-1.6
Cc1cccc(Cn2c(NCCO)nc3c2c(=O)n(C)c(=O)n3C)c1	-3.3%	-20.6%	-18.7%	-0.2%	-0.2%	4.11µM*	11.6%	x	-0.8
O=C(NCCNc1ccc([N+](=O)[O-])cc1C(F)(F)F)c1ccccc1	3.2%	2.5%	-8.2%	0.1%	3.4%	-16.5%	0.3%	i	-2.0
O=S(=O)(Nc1ccccc1F)c1cccc(NC(=S)NCCN2CCOCC2)c1	-18.0%	5.4%	-2.0%	u	2.3%	8.6%	0.0%	i	-0.1
CCCCNC(=S)N(Cc1ccco1)Cc1cc2cc3c(cc2[nH]c1=O)OCCO3	5.1%	1.0%	0.8%	-5.9%	-0.5%	0.1%	5.9%	i	-0.8
COc1ccc(Cl)c2sc(NC(=O)C3=COCCO3)nc12	3.0%	-1.0%	-26.5%	0.0%	5.6%	u	0.9%	i	1.0
Cc1nn(C)cc1[C@@H]1C[C@H]2CN(Cc3cccc(Cl)c3)C(=O)[C@]23CCCN13	-19.9%	21.8%	4.3%	1.8%	2.5%	2.5%	7.7%	i	-1.4
C[n+]1ccccc1C1CCCC/C1=N\NC(N)=S (stereo not given)	4.0%	-2.0%	11.8%	0.5%	0.6%	-4.0%	11.6%	i	-2.4
CCOC(=O)Cn1nnc(-c2ccc(SC)cc2)n1	3.4%	-13.1%	-0.8%	-0.7%	-0.6%	2.8%	0.5%	i	-1.5
c1cnc2nc3c4ccccc4c4ccccc4c3nc2c1	6.0%	21.8%	u	x	2.7%	u	13.0%	i	0.4
CS(=O)(=O)N(Cc1ccccc1)c1ccc(C(=O)Nc2cccnc2)cc1	15.7%	-2.7%	1.7%	4.0%	0.7%	-1.0%	4.2%	i	-2.4
Oc1c(N=NC(=S)Nc2ccccc2F)c2ccccc2n1Cc1ccc(Cl)cc1	0.2%	-16.3%	-24.1%	-4.1%	8.5%	u	5.8%	i	-1.1
CC(=O)Nc1cccc(NC(=O)c2ccc(Br)cc2)c1	14.8%	-13.7%	-8.4%	-0.5%	u	u	3.6%	i	0.6
COc1ccc([N+](=O)[O-])cc1N(CC(=O)N(C)C)S(C)(=O)=O	2.3%	2.7%	-2.6%	-0.9%	0.1%	4.0%	1.2%	i	-0.8

Filtered by structure, those above with an NH in an aromatic ring (2)
SMILES	EPAC2 antagonist	TGFb inhibitor	A549 viability	Mm-Cpn inhibitor	Nrf2 activator	Nrf2 inh	EPAC2 ag	Akt phos inh	CCT modulator
Cn1c(=O)[nH]c(=O)c2c1nc(CN1CCN(Cc3ccccc3)CC1)n2CC(N)=O	3.6%	-12.1%	-5.4%	1.6%	0.1%	-7.6%	11.3%	i	-1.6
CCCCNC(=S)N(Cc1ccco1)Cc1cc2cc3c(cc2[nH]c1=O)OCCO3	5.1%	1.0%	0.8%	-5.9%	-0.5%	0.1%	5.9%	i	-0.8

More compounds.
SMILES	EPAC2 antagonist	TGFb inhibitor	A549 viability	Mm-Cpn inhibitor	Nrf2 activator	Nrf2 inh	EPAC2 ag	Akt phos inh	CCT modulator
COc1cccc(-c2nn3c(-c4ccccn4)nnc3s2)c1	-2.6%	-4.3%	-4.6%	-0.1%	0.2%	u	-9.7%	i	-2.4
CCN1C(=O)S/C(=C/c2c(OCc3ccc(C(=O)O)cc3)ccc3ccccc23)C1=O	-8.4%	2.0%	u	0.6%	7.8%	-25.6%	5.1%	i	-5.9
CCc1ccccc1NC(=O)COC(=O)c1cn(CC)c2nc(C)ccc2c1=O	x	-27.6%	1.0%	x	-0.1%	1.1%	x	x	x
Nc1nonc1N/N=C/c1c(O)ccc2ccccc12	-3.5%	u	7.0%	1.5%	7.94µM*	23.4%	3.5%	i	-1.7
Cc1ccn2cc(C(=O)Nc3ccccc3N3CCOCC3)nc2c1	-3.5%	0.0%	2.8%	0.9%	2.6%	23.8%	11.6%	i	-0.5
COC(=O)c1ccc(C2Nc3c(C)cccc3-c3cc(C)nn32)cc1 (stereo not given)	x	u	-0.6%	x	5.5%	-16.8%	x	x	x
